Source: PubChem (National Center for Advancing Translational Sciences (NCATS))
KCNH2 3.1 block = qHTS for Inhibitors of KCHN2 3.1: Mutant qHTS; Potassium voltage-gated channel subfamily H member 2, brain isoform KCNH2 3.1 (human); U2OS KCNH2 3.1, thallium flux FluxOr; stronger effect = lower value; activity change, % (tested at about 1.8 µM); 0.95% of 340,000 active; AID 720553, 2013;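 active = maximum activity change below -70%; inconclusive = maximum activity change from -70% to -50%; inactive = maximum activity change above -50%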;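 note: thallium influx rate constant from kinetic fluorescence after stimulation buffer; % is set by controls: 0 for no effect and ±100 for the full control effect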
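Virally transduced U2OS (3.1 isoform, 4 h infection in dark at RT) → overnight 37 C → FluxOr + Red40 in HBSS/HEPES, 45 min → stimulation buffer, 2 min kinetic read → rate constant vs DMSO controls.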
NPC1 prom act = qHTS Assay for NPC1 Promoter Activators. Potency, µM (titrated, usually from 9.22 µM), without a hit: at the highest dose activation, actives largely listed as activators. Huh7 NPC1 promoter luciferase reporter, 24 h. 2.4% of 320,000 active;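 note: potency is the fitted concentration of half-maximal effect; % of control where 0% means no effect; nearly all actives have a fitted effect of over 60% in size; reporter is driven by a mutant NPC1 promoter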
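Cells: Huh7 expressing luciferase under the NPC1 promoter, 1500/well. Seeded 2 h, compound added, incubated 24 h at 37 °C. Luciferase reagent, 10 min ambient, then luminescence.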
RORgamma inh = qHTS for inhibitors of ROR gamma transcriptional activity; AID 2551, 2010; 5.4% of 310,000 active; Nuclear receptor ROR-gamma (Mus musculus), P51450; Potency, µM (titrated, usually from 53.6 µM), inactives show at the top dose activity change, negative = inhibition, usual class: inhibitors; Drosophila S2 Gal4-RORgamma UAS-luciferase reporter, 20 h; note: potency is the fitted concentration of half-maximal effect; % is set by controls: 0 for no effect and ±100 for the full control effect; nearly all actives have a fitted effect of over 60% in size
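Compounds are pin-transferred onto Drosophila Schneider cells expressing a copper-inducible Gal4–ROR gamma transactivation domain fusion. After 1 hr, copper sulfate is added to 700 uM final; luciferase is read 20 hr later.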
MBNL1 CUG block = qHTS Assay for Inhibitors of MBNL1-poly(CUG) RNA binding. Muscleblind-like protein 1 (Homo sapiens), Q9NR56. TR-FRET MBNL1-His/biotin-(CUG)12 binding, 665/545 ratio. Potency, µM (titrated, usually from 57.5 µM), without a hit: at the top dose activity change, negative = inhibition, most hits filed as inhibitors. 0.036% of 280,000 active. AID 2675, 2010; active = well fitted inhibition curve with a large enough effect in the signal ratio, with a control signal flat, not every such curve was filed as active; inconclusive = small, poorly fitted or top-dose-only effect, or effect the other way, or a change in a side signal; inactive = no such curve, though single readings can be large or run the other way; the % refers to the signal ratio; note: potency is the fitted concentration of half-maximal effect; % is set by controls: 0 for no effect and ±100 for the full control effect
Target sequence (Q9NR56 whole entry, looked up): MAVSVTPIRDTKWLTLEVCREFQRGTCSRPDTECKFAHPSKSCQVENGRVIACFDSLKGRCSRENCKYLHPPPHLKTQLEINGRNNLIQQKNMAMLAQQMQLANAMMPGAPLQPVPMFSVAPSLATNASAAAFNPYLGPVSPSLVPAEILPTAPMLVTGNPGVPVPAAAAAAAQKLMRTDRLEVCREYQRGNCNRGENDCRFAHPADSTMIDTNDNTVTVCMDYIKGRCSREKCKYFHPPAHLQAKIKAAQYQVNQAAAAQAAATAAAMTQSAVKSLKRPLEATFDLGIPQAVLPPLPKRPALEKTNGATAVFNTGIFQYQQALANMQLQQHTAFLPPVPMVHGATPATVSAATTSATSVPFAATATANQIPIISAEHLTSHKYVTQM
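Ratiometric TR-FRET (665 over 545 nm, excitation 340 nm) tracks disruption of MBNL1-His/biotin-(CUG)12 complex after 60 min at room temperature, with compounds at 92 nM to 58 uM final.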
ELG1 repair inh = qHTS screen for small molecules that inhibit ELG1-dependent DNA repair in human embryonic kidney (HEK293T) cells expressing luciferase-tagged ELG1; 2.3% of 330,000 active; HEK293T ELG1-luciferase reporter, luminescence, 16 h; DNA damage induced by 5-fluorouridine; Potency, µM (doses to about 46.1 µM), for inactives: at the highest dose activity change, negative = inhibition, usual class: inhibitors; AID 504467, 2011; note: potency is the fitted concentration of half-maximal effect; % is set by controls: 0 for no effect and ±100 for the full control effect; nearly all actives have a fitted effect of over 55% in size
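In this reporter screen, reduction of luminescence relative to DMSO vehicle indicated activity. Compounds and 5-fluorouridine were added together to 2,000 cells per well, incubated for 16 hr at 37 °C, then developed with ONE-Glo.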
Mito fusion act = qHTS Assay for Small Molecule Inhibitors of Mitochondrial Division or Activators of Mitochondrial Fusion; S. cerevisiae fusion-defective mutant growth rescue, CellTiterGlo 48 h; Potency, µM (series often up to 46.1 µM), for the others: at the highest dose growth rescue (activation), actives largely listed as activators; 0.23% of 320,000 active;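 note: potency is the fitted concentration of half-maximal effect; % of control where 0% means no effect; nearly all actives have a fitted effect of over 45% in size; temperature-sensitive fusion mutants such as fzo1-1 at 37 °C on non-fermentable ethanol glycerol medium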
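Luminescent cell viability in 1536-well qHTS format served as the measure of rescued growth in ts fusion-mutant S. cerevisiae cultured on non-fermentable YPEG for 48 hours at 37C.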
VP16 counter = VP16 counterscreen qHTS for inhibitors of ROR gamma transcriptional activity; 3.5% of 310,000 active; Potency, µM (titrated, usually from 53.6 µM), for the others: at the highest dose activity, negative = inhibition, most hits filed as inhibitors; Drosophila S2 Gal4-VP16 UAS-luciferase, luminescence, 20 h;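 note: Gal4-VP16 expression switched on by copper sulfate through the metallothionein promoter; potency is the fitted concentration of half-maximal effect; % is set by controls: 0 for no effect and ±100 for the full control effect; nearly all actives have a fitted effect of over 50% in size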
PKM2 act = qHTS Assay for Activators of Human Muscle isoform 2 Pyruvate Kinase; Pyruvate kinase PKM (Homo sapiens), P14618; purified PKM2, Kinase-Glo ATP luminescence, activation; response scale: 0% is enzyme alone, no compound; Potency, µM (titrated, usually from 57.5 µM), for the others: top-dose activation, usual class: activators; 0.34% of 260,000 active; AID 1631, 2009; note: potency is the fitted concentration of half-maximal effect; % is set by controls: 0 for no effect and ±100 for the full control effect; nearly all actives have a fitted effect of over 55% in size
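hPK-M2, >95% pure; 0.1 mM ADP / 0.5 mM PEP final; imidazole pH7.2 buffer w/ 7 mM MgCl2, 50 mM KCl; 1 h RT; Kinase-Glo lum. Intermediate enzyme activity for dual inhibitor/activator qHTS.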
Rab9 promoter act = qHTS Assay for Rab9 Promoter Activators; 2.8% of 320,000 active; Potency, µM (highest dose often 9.22 µM), for the others: at the top dose activation, negative = inhibition, most hits filed as activators; AID 485297, 2010; Huh7 Rab9 promoter-luciferase reporter, luminescence, 24 h; note: potency is the fitted concentration of half-maximal effect; % of control where 0% means no effect; nearly all actives have a fitted effect of over 60% in size
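Steps: seed 1500 Huh7 Rab9-luc cells per well, rest 2 h at 37 °C; add compound in DMSO; incubate 24 h; add luciferase reagent, 10 min ambient; read luminescence.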
Menin MLL FP TR = qHTS Assay for Inhibitors Targeting the Menin-MLL Interaction in MLL Related Leukemias: Competition With Texas Red Labeled MLL-derived Mutant Peptide; O00255; Menin + Texas Red MLL mutant peptide, fluorescence polarization; Potency, µM (doses to about 61.6 µM), without a hit: at the highest dose FP activity change, negative = inhibition, most hits filed as inhibitors; 0.23% of 270,000 active; active = well fitted inhibition curve with a large enough effect in the polarisation, with a control signal flat, not every such curve was filed as active; inconclusive = small, poorly fitted or top-dose-only effect, or effect the other way, or a change in a side signal; inactive = no such curve, though single readings can be large or run the other way; the % refers to the polarisation; note: potency is the fitted concentration of half-maximal effect; % of control where 0% means no effect; many of its hits are not listed in these tables
Target sequence (O00255 whole entry, looked up): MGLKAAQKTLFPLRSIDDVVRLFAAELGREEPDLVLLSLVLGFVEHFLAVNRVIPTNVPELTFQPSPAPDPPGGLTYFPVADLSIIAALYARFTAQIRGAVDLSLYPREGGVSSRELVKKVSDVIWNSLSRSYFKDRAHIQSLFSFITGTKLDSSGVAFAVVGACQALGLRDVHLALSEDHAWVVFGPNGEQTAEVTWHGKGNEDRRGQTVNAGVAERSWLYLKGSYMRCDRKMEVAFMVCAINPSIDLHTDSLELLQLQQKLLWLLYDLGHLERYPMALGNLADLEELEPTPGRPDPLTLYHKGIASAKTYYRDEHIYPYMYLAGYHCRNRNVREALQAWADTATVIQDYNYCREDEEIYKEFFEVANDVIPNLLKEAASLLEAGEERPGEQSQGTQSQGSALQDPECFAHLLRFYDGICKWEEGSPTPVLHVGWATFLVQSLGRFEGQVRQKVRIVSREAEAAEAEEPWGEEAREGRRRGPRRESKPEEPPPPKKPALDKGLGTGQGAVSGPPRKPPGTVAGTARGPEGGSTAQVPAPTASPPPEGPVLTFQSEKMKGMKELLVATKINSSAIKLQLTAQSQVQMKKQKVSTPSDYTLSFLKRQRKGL
FLuc counter = qHTS profiling assay for firefly luciferase inhibitor/activator using purifed enzyme and Km concentrations of substrates (counterscreen for miR-21 project); purified FLuc, Km substrates, luminescence inhibition; Potency, µM (titrated, usually from 57.5 µM), inactives show at the top dose activity change, negative = inhibition, usual class: inhibitors; 6.9% of 360,000 active; AID 588342, 2011;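 note: potency is the fitted concentration of half-maximal effect; plate controls were vehicle for no effect and reference inhibitor for full effect; nearly all actives have a fitted effect of over 55% in size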
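Purified P. pyralis luciferase (10nM final) with 10uM D-luciferin and 10uM ATP (Km levels) in 50mM Tris acetate pH 7.5, 10mM Mg acetate, 0.01% Tween-20, 0.05% BSA; qHTS 6-point titration, ~60 µM downward; luminescence read.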
Active calls of the source: *; ? = inconclusive; / = not tested or not shown; [ ] = remark or other dose. Unless noted, calls come from the whole dose curve; as a rule, active = well fitted curve in the direction sought with a large enough effect; inconclusive = small, poorly fitted or top-dose-only effect, or another doubt; inactive = no such curve, though single readings can be large; an effect the other way counts as inactive or inconclusive. These rows are one share of the data. The share of hits here may be higher or lower than overall.

SMILES | KCNH2 3.1 block | NPC1 prom act | RORgamma inh | MBNL1 CUG block | ELG1 repair inh | Mito fusion act | VP16 counter | PKM2 act | Rab9 promoter act | Menin MLL FP TR | FLuc counter
O=c1cnnc(Nc2ccc(Nc3ccccc3)cc2)[nH]1 | 5 | -3% | 2% | -1% | 2% | 3% | -8% | -1% | -5% | ? | ?
COc1ccc(Cl)cc1NC(=O)CN1CCN(S(=O)(=O)N2CCOCC2)CC1 | -6 | -7% | -16% | -8% | -6% | -1% | 3% | 2% | -7% | -16% | 0%
N=c1ccn(Cc2ccc([N+](=O)[O-])cc2)cc1 | 4 | 1% | 10% | ? | -1% | -6% | 5% | 1% | -26% | / | 6%
COc1ccc(CNS(=O)(=O)CCNC(=O)c2ccc(OC)cc2)cc1 | 3 | 1% | / | / | -6% | 3% | / | / | -3% | / | 1%
CC(C)(O)C#Cc1ccc(CN2CCN(C3CCCCC3)C(CCO)C2)s1 (stereo not given) | / | 0% | 1% | -3% | -5% | -2% | 0% | 3% | -3% | 0% | -1%
O=C1c2cccc3cccc(c23)C(=O)N1CCN1CCN(C(=S)Nc2ccc(Cl)cc2)CC1 | -12 | 7% | 2.8µM* | ? | -3% | -5% | -7% | -4% | -3% | 1% | 3%
O=S(=O)(NCCN1CCOCC1)c1ccc(Oc2ccccc2Cl)cc1 | 6 | 1% | ? | -1% | -13% | -12% | -11% | 0% | -5% | 0% | -1%
COc1ccc(C2(C)NC(=O)N(CC(=O)Nc3c(C)n(C)n(-c4ccccc4)c3=O)C2=O)cc1 (stereo not given) | 30 | -1% | / | / | ? | -4% | / | / | 2% | / | -1%
Cc1cc(C)cc(NC(=S)N2CCN(S(C)(=O)=O)CC2)c1 | / | 1% | 3% | 0% | 2% | -1% | 7% | 0% | 0% | 6% | 1%
O=C(Cn1c(=O)oc2ccccc21)NCCc1ccccc1Cl | 0 | -1% | 14% | -1% | -5% | -2% | -3% | 1% | 0% | -4% | -4%
O=C(NN=C1CCN(Cc2ccccc2)CC1)c1cc2ccccc2cc1O | -29 | -1% | 4% | 17% | 18% | 3% | 1% | 1% | 5% | ? | ?
Nc1c(C(=O)Nc2ccc(Br)cc2)sc2nc(-c3ccco3)ccc12 | -15 | 23% | -17% | 36%[activator] | 8% | 2% | ? | 4% | -4% | ? | ?
OCCC1CN(Cc2ccc3cccc(F)c3n2)CCN1Cc1ccccc1 (stereo not given) | -5 | -1% | -10% | 5% | -2% | -3% | -8% | 3% | -1% | -4% | 0%
O=C(NCCc1ccccc1)c1ccc2c(c1)OCO2 | -2 | ? | 2.8µM* | -1% | ? | -2% | 5µM* | / | ? | -2% | 0.54µM*
COc1ccc(NC(=O)CSc2nc(N)c(NC(=O)c3cccs3)c(=O)[nH]2)cc1 | -2 | -2% | -24% | 0% | 20% | 1% | -3% | -2% | 1% | / | -14%
O=C(N/N=C/c1ccc2c(c1)OCO2)c1ccc(COc2cccc3cccnc23)cc1 | -16 | 18% | -29% | 7% | 18µM* | -5% | -17% | -7% | ? | -13% | 5.4µM*
COc1ccc(OCCOCCN2CCN(C)CC2)cc1 | 5 | 0% | -32% | 0% | 2% | 1% | 6% | 4%[11.5 µM] | 1% | -7% | 0%
O=C(CN(Cc1ccccc1)C(=O)c1cc2c(s1)CCC2)NCc1cccs1 | -5 | -3% | ? | -3% | ? | 6% | 1% | 1% | 1% | -20% | 0%
CSCC[C@H](NC(=O)N1CCn2c1nc1ccccc12)C(=O)NCc1ccccc1 | 1 | 3% | -1% | -1% | -13% | 2% | 7% | 5% | -5% | 0% | 0%
C=CCn1c(=O)c2ccccc2n2c(SCC(=O)NC)nnc12 | -8 | -1% | -8% | -2% | -8% | 0% | -4% | / | 2% | -8% | 2%
CCn1c(SCC(=O)Nc2ccccc2C(=O)OC)nc2c1c(=O)n(C)c(=O)n2C | / | -7% | -13% | -4% | 4% | -1% | 2% | -3% | 2% | 1% | 1%
COc1ccc(S(=O)(=O)N2CCOC2CNC(=O)C(=O)NCCCN2CCOCC2)cc1 (stereo not given) | 1 | 2% | -13% | -1% | 3% | 1% | 3% | -14% | 3% | -8% | 3%
CCNC(=S)N1CCc2cc(OC)c(OC)cc2C1COc1ccc(OC)cc1 (stereo not given) | 13 | -2% | 6% | -11% | ? | 3% | -17% | 3% | 2% | -13% | 0%
C=CS(=O)(=O)c1ccc(Oc2ccc(S(=O)(=O)C=C)cc2)cc1 | 7 | -40%[inhibitor] | 3.2µM* | -12% | 2.6µM* | -5% | 2.2µM* | 0% | -52%[inhibitor] | 10% | 0%
COc1ccc(CNC(=O)C(C)NS(=O)(=O)c2ccc(C)cc2)cc1 (stereo not given) | -2 | -5% | 44% | -6% | -5% | 0% | 1% | 1% | -8% | -2% | 1%
CS(=O)(=O)c1ccc(Cl)c(NC(=O)Cc2ccsc2)c1 | 22 | 3% | 40% | -6% | -1% | 3% | -10% | 0% | 4% | / | -2%
O=S(=O)(/N=C(\Sc1ccccc1)c1ccccc1)c1ccc(Cl)cc1 | 0 | -1% | -3% | -7% | -6% | -1% | 1% | 5% | -5% | 1% | -11%
Cn1cccc1CNCC(O)c1ccccc1 (stereo not given) | 3 | 2% | -22% | -4% | 24% | 1% | -9% | -1% | 0% | -18% | 1%
COCCC(=O)N1CCC(Oc2ccc(C(=O)N3C[C@@H]4CCC[C@H]3C4)cc2)CC1 | 19 | 0% | 2% | -11% | 6% | -4% | -1% | 3% | -7% | -9% | 0%
Cc1cccc(OCC(=O)O/N=C(\N)Cc2cccs2)c1 | -5 | 7% | 40% | -13% | -6% | -3% | 6% | -6% | 0% | 6% | -20%
CC(C)(C)c1cc(NS(=O)(=O)c2cccs2)no1 | 2 | 0% | / | -1% | -1% | 0% | / | 2% | 0% | 1% | -1%
COc1ccc(/C=N/n2c(N)nc3ccccc32)cc1OC | 1 | ? | 13µM* | ? | ? | -5% | ? | -2% | 26% | -13% | 5.4µM*
CCOC(=S)SCC(=O)Nc1nc(-c2ccccc2)cs1 | 3 | -2% | ? | -7% | ? | 28% | ? | 5% | -1% | 9% | ?

RORgamma inh, what is marked active above.
compound,RORgamma inh,MBNL1 CUG block,PKM2 act,Menin MLL FP TR
O=C1c2cccc3cccc(c23)C(=O)N1CCN1CCN(C(=S)Nc2ccc(Cl)cc2)CC1,2.8µM*,?,-4%,1%
O=C(NCCc1ccccc1)c1ccc2c(c1)OCO2,2.8µM*,-1%,/,-2%
C=CS(=O)(=O)c1ccc(Oc2ccc(S(=O)(=O)C=C)cc2)cc1,3.2µM*,-12%,0%,10%
COc1ccc(/C=N/n2c(N)nc3ccccc32)cc1OC,13µM*,?,-2%,-13%
